LGR2 antag: inhibitors of bursicon-induced Drosophila LGR2 receptor cAMP signaling | 0.35% of 380,000 active | inhibition, % at 9.99 µM | AID 720647 | HEK293 LGR2, CRE-luciferase, bursicon-stimulated, 4 h;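 active means drop in luminescence signal, shown as inhibition above about 50% in the replicate tests, limit read from the data, passing the limit was not always enough; inconclusive means probably only some replicates passing the limit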;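 further: agonist challenge used bursicon conditioned medium at about half maximal strength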
miR122 inh: inhibitors of miR-122 in Huh7 cells. Huh7 miR-122 Renilla luciferase sensor, 48 h; neutral wells = 0, positive control = 100. activation (reporter increase), % at 12.5 µM. 0.3% of 340,000 active. AID 602342;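 active means mean replicate activation score at least 90 and every replicate individually at or above 90; inconclusive means only one of the two criteria met; inactive means neither criterion met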;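 further: higher luciferase means less miR-122 activity so hits act as miR-122 inhibitors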
FN deposit inh: fibronectin deposition inhibition; AH1F fibroblasts, Alexa488-fibronectin deposition fluorescence, overnight; inhibition, % at 12.6 µM; 0.086% of 350,000 active; AID 743247;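 active means mean inhibition across replicates of 30% or more, regardless of how many single replicates reach that level; inconclusive means mean under 30% yet at least half of replicates reach 30%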;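 further: positive control wells lacked labelled fibronectin entirely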
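Material: AH1F fibroblast monolayer depositing Alexa488-labelled fibronectin into matrix / Amount: 10000 AH1F cells per well / Signal: fluorescence 485/525 nm / Medium: DMEM, 2% serum / Compound: single dose, pinned / Incubation: 1 h cell adhesion before compound, then overnight fibronectin incubation / Reagent: Alexa488-FN, 24 nM final / Read-out: inhibition of fibronectin deposition signal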
Casp6 inh: caspase-6 (human) enzyme inhibition | AID 686996 | P55212 | inhibition, % at 12.5 µM | 0.53% of 350,000 active | purified caspase-6, Z-VEID-R110 cleavage fluorescence;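 active means mean inhibition across replicates at least about 35%, with every replicate also reaching that limit, limit read from the data; inconclusive means only one of the two criteria met; inactive means neither criterion met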;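 further: 0% = median of neutral control wells and 100% = no fluorescence left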
Target sequence (P55212 24-179 limits assumed): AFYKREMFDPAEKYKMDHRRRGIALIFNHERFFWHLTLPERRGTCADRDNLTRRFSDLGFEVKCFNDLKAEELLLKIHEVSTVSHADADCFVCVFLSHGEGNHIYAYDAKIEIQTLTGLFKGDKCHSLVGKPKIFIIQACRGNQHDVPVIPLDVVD
Target sequence (P55212 194-293 limits assumed): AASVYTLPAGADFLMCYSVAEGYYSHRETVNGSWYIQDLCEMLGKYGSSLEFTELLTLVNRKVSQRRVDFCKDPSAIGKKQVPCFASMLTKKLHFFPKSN
PAX8 reporter: PAX8 transcriptional activity inhibition; inhibition, % at 12.6 µM; RMG-I TPO-luciferase reporter, SteadyGlo, 24 h; 1.2% of 360,000 active;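 active means mean replicate inhibition at least 60% with every replicate also reaching 60%; inconclusive means only one of the two criteria is met; inactive means mean below 60% and not all replicates reaching 60%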;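 further: luciferase light reporting Pax8 driven TPO promoter activity; plate controls were median of neutral control wells for no effect and mitoxantrone controls for full effect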
EWS-Fli block: blocks EWS/Fli oncoprotein-driven transcription; inhibition, % at 12.6 µM; AID 651661; 0.67% of 350,000 active; A673 NR0B1-luciferase reporter, viability-normalised;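 active means mean inhibition of at least 50% after viability correction, with every replicate also passing that limit; inconclusive means mean reaches 50% but only one of two replicates passes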;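 further: firefly luciferase signal divided by Alamar Blue viability fluorescence both relative to DMSO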
Cneo AK release: Cryptococcus neoformans lysis via adenylate kinase release; 0.2% of 360,000 active; lysis activity, % at 15 µM; C. neoformans lysis, adenylate kinase release luminescence, 4 h; normalised: neutral wells 0, clomiphene wells 100; AID 651654;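 active means mean lysis activity across replicates of at least 80%, whatever share of replicates individually reach that level; inactive means mean lysis activity below 80%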
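Material: C. neoformans cells | Amount: Yeast cell density of 5 × 10^6 cells/mL | Medium: Fresh YPD growth medium | Dosing: Single dose | Times: Static 4 h at 37 °C with compound, 1 h detection | Detection: AK luminescence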
PGC1a acetyl inh: modulators of PGC1a acetylation; 0.17% of 350,000 active; U2OS PGC1a acetylation, AlphaScreen anti-acetyl-lysine; with virally co-expressed GCN5 acetyltransferase; inhibition, % at 15.6 µM;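 active means every replicate shows inhibition of at least 40%; inconclusive means mean inhibition at least 40% but some replicate below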;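 further: 0% = neutral control wells and 100% = positive control wells; some results beyond the cut were filed as inactive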
Starred values were filed as active, the others as inactive; ? = inconclusive; nt = no result given; & = joins results of further samples; [ ] = dose if it differs, or a comment.

Molecule	LGR2 antag	miR122 inh	FN deposit inh	Casp6 inh	PAX8 reporter	EWS-Fli block	Cneo AK release	PGC1a acetyl inh
COc1ccc(CO[C@@H]2O[C@H](CO)[C@@H](O)[C@H](O)[C@H]2NC(C)=O)cc1OC	4	-4	-3	-3	-1	4	-1	-5
CC1(C)Cc2ccccc2-c2nnc(SCc3ccccc3)n21	-18	-7	nt	8	nt	-7	1	-20
Cc1ccc(S(=O)(=O)N[C@@H]2CC[C@H](CC(=O)O)O[C@H]2CO)cc1	-6	-18[16.7 µM]	nt	2	-15	-1	0	-1
CN(CC(=O)Nc1cccc(F)c1)C(=O)c1ccccc1OCC(=O)Nc1cccc(C(F)(F)F)c1	1	nt	-3	-5	7	4	nt	nt
CCc1cc2c(=O)c(-c3ccc(F)cc3)c(C)oc2cc1OCC(=O)O	-2	-4	-5	-1	14	-4	0	8
CC(=O)c1ccc(NC(=O)COC(=O)c2c3c(nc4ccccc24)/C(=C\c2cccs2)CCC3)cc1	22	nt	11	-1	nt	-8	nt	nt
COc1ccc(N=Cc2ccc(N(CCC#N)CCC#N)cc2)cc1	8	nt	-9	1	0	5	nt	nt
O=C(CCN1CCCCC1)Nc1cccc(Br)c1	-2	1	-1	-4	-12	6	2	-13
COc1ccc(S(=O)(=O)Nc2ccc3c(c2)C(=O)N([C@H](C)CO)C[C@@H](C)[C@H](CN(C)C(=O)Nc2cccc4ccccc24)OCCCC[C@@H](C)O3)cc1	13	-18[16.7 µM]	nt	nt	51	13	1	-6
O=C(CSc1nc2c(c(=O)n1-c1ccc(Cl)cc1)SCC2)NCc1ccco1	nt	5	8	nt	28	nt	-1	-3
COC(=O)CN1C(=O)C(O)(CC(=O)c2ccc(C)cc2)c2cc(Br)ccc21 (centres undefined)	1	-5	-9	3	-3	14	-3	-3
C/C(=N\Nc1ccccn1)c1ccc(S(=O)(=O)NCc2ccco2)cc1	2	110*	-9	nt	-8	nt	nt	nt
C[C@H](CO)N1C[C@H](C)[C@@H](CN(C)CC2CC2)OCCCC[C@H](C)Oc2ccc(NC(=O)CCC(F)(F)F)cc2C1=O	-1	-2[16.7 µM]	nt	-4	-7	nt	14	-5
Cn1c(=O)c2c(nc(Cc3ccc(N)cc3)n2C)n(C)c1=O	1	5	0	-2	3	-14	-1	nt
O=C(CSc1nnc(-c2ccco2)n1Cc1ccccc1)NC(=O)NCc1ccccc1	nt	0	-2	nt	23	nt	2	0
CCC(Sc1ncccc1Nc1ccccn1)C(=O)O (centres undefined)	12	-4	1	0	-5	3	0	nt
CCC(Oc1ccc(C)cc1)C(=O)Nc1ccc(S(=O)(=O)Nc2nccs2)cc1 (centres undefined)	2	17	-1	0	1	8	1	-36
O=C(Nc1ccncc1)c1ccccc1[N+](=O)[O-]	12	-6	-15	-2	-1	13	-2	nt
CCn1c(COc2ccccc2)nnc1SCC(=O)c1cccc([N+](=O)[O-])c1	-11	-1	nt	2	nt	1	0	-7
O=C(Nc1cc(C(F)(F)F)ccc1N1CCOCC1)C1=NN(c2ccccc2)C(=O)CC1	-10	nt	0	-1	80*	nt	14	nt
N#CCSc1ncnc2ccccc12	40	3	-16	nt	58	21	nt	nt
C/C(=N\NC(=O)c1cc2c(s1)CCC(C)C2)c1ccc[nH]1 (centres undefined)	-103	8	6	0	-201	-60	-1	-1
CN(C(=S)Nc1cccnc1)c1ccc(O)cc1	-3	0	0	29	-6	-3	-4	13
CC(C)CNC(=O)COC(=O)c1ccc(Cl)c(S(=O)(=O)N2CCc3ccccc32)c1	16	-6	-5	1	-7	4	-3	-3
C=C(Br)Cn1c(CC(C)C)nc2ccccc21	nt	2	11	nt	nt	nt	0	-17
COc1ccccc1C(=O)NC(CCSC)C(=O)NNC(=O)C(C)Oc1ccccc1F (centres undefined)	-1	-2	5	0	17	3	0	-2
CC(C)=CCNc1ncnc2c1c(C#N)cn2C1OC(CO)C(O)C1O (centres undefined)	28	8	3	1	87*	33	nt	4
COC(=O)c1sccc1-c1ccc(C(=O)Nc2cccc(Cl)c2)o1	nt	15	-6	nt	nt	nt	0	3
Cc1cc(C(F)(F)F)nn1CC(=O)NCc1cccs1	8	nt	nt	2	12	7	nt	nt
C=C1C(=O)O[C@H]2[C@@H]1CC/C(CO)=C\CC[C@@]1(C)O[C@@H]21	nt	nt	nt	0	83*	11	0	-61
Cc1c(C(=O)O)oc2ccc(S(=O)(=O)NCc3ccc4c(c3)OCO4)cc12	10	-4	-8	nt	nt	nt	-2	-2
O=C(Nc1nnc([C@H]2C[C@H](O)[C@@H](CO)O2)s1)NC1CCCCC1	-24	-6	nt	-2	-2	-14	1	0
CCOC(=O)N1CCN(C(=O)CCCCCn2c(=S)[nH]c3ccsc3c2=O)CC1	nt	nt	3	-1	-4	2	nt	12
CC1CCN(C(=O)NC(=O)c2ccccc2)CC1	6	-1	19	0	-2	1	7	nt
Cc1ccc(-c2cc(N)n(-c3ccc(F)cc3)n2)cc1	-49	nt	nt	0	-161	-79	nt	nt
O=C(Nc1ccc2c(c1)OCCO2)C(c1ccnc2ccccc12)N1CCC(Cc2ccccc2)CC1 (centres undefined)	-6	11	-6	-3	8	-14	0	5
CCCSc1nnc(CSc2ncccn2)n1C	?	-2	-1	4	16	-3	nt	33
CN(C)S(=O)(=O)c1ccc(NC(=O)COC(=O)C2CC3CCCC(C2)C3=O)cc1 (centres undefined)	13	3	19	0	18	12	nt	-1
CCC(C)[C@H](NC(=O)Nc1cccc(Cl)c1)C(=O)O (some centres undefined)	25	-5	nt	nt	nt	nt	3	44
CC(C)OC(=O)c1ccc(NC(=O)C2C3CC4OC(=O)C2C4C3)cc1 (centres undefined)	-74	0	nt	nt	nt	nt	6	3
CC(=O)N1CCN(CC(=O)NC(=O)Nc2ccc3c(c2)OCCO3)CC1	-2	-10	0	-3	-13	-2	-4	4
CC(C)N(C(=O)[C@H]1CC(CC(=O)NCc2cccc(C(F)(F)F)c2)C(=O)N2CCc3c([nH]c4ccccc34)[C@]12C)C(C)C (some centres undefined)	8	-12	-5	-3	19	-13	-2	13
COc1ccc(C2=NO[C@@H]3[C@@H]4C[C@@H]([C@H]5C(=O)N(C)C(=O)[C@@H]45)[C@H]23)cc1	-5	nt	2	-2	-3	1	nt	-3
CCCCn1c(=O)[nH]c(=O)c2c1nc(-c1cc(Br)ccc1OC)n2C	13	-3	10	-2	-22	13	1	-5
O=C(Nc1ccc2c(c1)OCO2)c1ccc(N2C(=O)c3ccccc3C2=O)cc1	-4	nt	4	-3	-30	-23	nt	nt
N#C[C@H]1[C@@H](c2ccc(C3=CCCC3)cc2)[C@@H](CO)N1S(=O)(=O)c1ccccc1	10	nt	1	1	-13	-4	56	3
O=C(CSc1nc(=O)n(CCCN2CCOCC2)c2c1CCC2)Nc1ccc([N+](=O)[O-])cc1	22	-1	-7	-7	2	6	0	6
CC1CCCN(S(=O)(=O)c2cccc(C(=O)OCC(=O)N(C)Cc3c(F)cccc3Cl)c2)C1 (centres undefined)	-5	nt	9	8	1	2	1	nt
COc1ccccc1C(=O)Nc1ccc(S(=O)(=O)Nc2nccs2)cc1	-2	nt	1	1	4	2	10	nt
COc1ccc(S(=O)(=O)Nc2cccc3c2O[C@@H](CN(C)Cc2ccc(-c4ccccc4)cc2)[C@H](C)CN([C@@H](C)CO)C3=O)cc1	1	1[16.7 µM]	nt	-5	-33	1	-1	-1
COc1cc2c(cc1OC)C(COc1ccc([N+](=O)[O-])cc1)N(C(C)=O)CC2 (centres undefined)	7	-3	-4	4	10	26	-3	-14
Cc1nc(C)c2c(=O)cc(-c3ccccc3)[nH]c2n1	-14	51	nt	5	nt	40	-1	4
CC(=O)Nc1ccc(S(=O)(=O)NCc2ccc3c(c2)cc(C)n3C)cc1	4	nt	-4	1	2	-10	5	nt
CC(C)n1nnnc1SCC(=O)Nc1ccc2c(c1)OCCO2	-54	nt	8	-2	-173	-63	nt	nt
CCN(CC)CCCN(C)C(=O)Cn1nc(Cc2ccncc2)c2ccccc2c1=O	0	nt	-5	-22	-15	2	0	4
CC12CCC(=O)N1C(C(=O)N1CCN(S(=O)(=O)c3ccc(F)c(F)c3)CC1)CS2 (centres undefined)	14	nt	-2	1	-12	-5	nt	nt
O=C(Nc1ccc(N2CCOCC2)cc1)C1CC(=O)N(c2ccc(F)cc2)C1 (centres undefined)	27	2	-2	-5	14	0	8	-7
CN(Cc1ccccc1)S(=O)(=O)c1ccc(Cl)c(C(=O)NCCCN2CCCC2=O)c1	-16	-14	4	2	3	-10	8	-9
O=S(=O)(Cc1ccccc1)N1CCCCN2[C@H](C1)[C@H](c1ccc(-c3ccc(F)cc3)cc1)[C@@H]2CO	14	-6[16.7 µM]	nt	0	-2	-4	0	0
CC(C)NC(=O)N1[C@@H]2CNC[C@H]1C2c1ccc(-c2ccccc2)cc1 (some centres undefined)	-4&4	nt	-1&-2	2&-5	nt	nt	nt	4&6

(further entries)
Molecule	LGR2 antag	miR122 inh	FN deposit inh	Casp6 inh	PAX8 reporter	EWS-Fli block	Cneo AK release	PGC1a acetyl inh
COc1cccc(C#Cc2ccc3c(c2)[C@@H]2[C@@H](CCN2C(=O)c2ccccc2F)[C@@H](CO)N3C)c1	-4	5[16.7 µM]	-10	nt	24	0	11	-8
COc1ccc([N+](=O)[O-])cc1NC(=O)C(C)OC(=O)c1ccccn1 (centres undefined)	nt	-3	-11	-1	0	4	-6	39
Cc1nn(CC(=O)NCc2cc3ccccc3[nH]2)c(C)c1[N+](=O)[O-]	4	nt	-11	-2	15	-2	nt	nt
Cc1ccc(S(=O)(=O)Nc2ccc3c(c2)C(=O)N([C@H](C)CO)C[C@H](C)[C@H](CN(C)S(=O)(=O)c2cn(C)cn2)OCCCC[C@@H](C)O3)cc1	-14	8[16.7 µM]	2	0	-21	-5	-3	6
COc1ccc(S(=O)(=O)Nc2cccc(Cl)c2)cc1OC	nt	13	-5	nt	28	nt	1	-10
CN(C)S(=O)(=O)N1CCN(CC(=O)Nc2ccc(Br)cc2)CC1	-1	-1	1	1	3	6	3	-3
COc1ccc(NC(=O)Cn2nnc(-c3ccccc3)c2COc2ccc3ccccc3c2)cn1	20	nt	-6	1	16	11	13	nt
C[C@@H]1CN([C@@H](C)CO)S(=O)(=O)c2ccc(C#CCN(C)C)cc2O[C@@H]1CN(C)Cc1ccc(F)cc1	17	0[16.7 µM]	14	-1	nt	4	50	-26
C[C@H](CO)N1C[C@H](C)[C@H](CN(C)Cc2ccc(Oc3ccccc3)cc2)Oc2ccc(NC(=O)C3CC3)cc2CC1=O	15	-2[16.7 µM]	nt	nt	nt	8	0	-3
O=C(CSc1ccccc1)NCc1cccnc1	nt	0	4	nt	-17	nt	0	12
Cc1nn(C)cc1S(=O)(=O)NCc1ccccc1Cl	8	9	5	-4	-4	nt	1	-1
